# Source: PubChem
# SSB-PriA inh – blocks PriA binding to SSB C-terminal tail | AlphaScreen SSBct-PriA binding, biotinylated peptide | inhibition, % at 33 µM | hit rate 0.6% among 430,000; in the data active = inhibition mostly above about 37%, no sharp cut-off; inactive = mostly below about 20%;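 also: plate controls were negative control peptide for no effect and reference peptide for full effect; strong numbers were not always called active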
# SARS 3CLpro inh – SARS-CoV 3CLpro protease inhibition; P0C6X7; recombinant SARS-CoV 3CLpro, quenched FRET peptide cleavage; inhibition, % at 6 µM; hit rate 0.14% among 290,000; AID 1706; in the data active = inhibition above about 12%
# PfHsp40 rescue – restores yeast growth despite PfHsp40 toxicity; S. cerevisiae expressing PfHsp40, growth rescue, ATP luminescence; hit rate 0.68% among 340,000; growth rescue, % at 12.5 µM; in the data active = growth rescue above about 28%, passing the limit was not always enough;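 also: yeast W303a lacking pdr1 and pdr3 grown in galactose medium; growth measured after three days at 30 °C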
# Rv3671c protease – inhibitors of M. tuberculosis serine protease Rv3671c; P9WHR9; inhibition, % at 5.96 µM; hit rate 0.048% among 320,000; AID 2606; in the data active = inhibition above about 38%;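 also: extracellular domain of Rv3671c used as enzyme; 0% = enzyme with DMSO and 100% = no enzyme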
# Anthrax LF inh2 – blocks Bacillus anthracis lethal factor protease. multiplex microsphere protease cleavage assay, LF. inhibition, % at 10 µM. hit rate 0.12% among 360,000. AID 588501; in the data active = inhibition above about 30%; also: plate controls were buffer without enzyme for full effect and enzyme alone for no effect
# Target sequence (P15917 whole entry, looked up): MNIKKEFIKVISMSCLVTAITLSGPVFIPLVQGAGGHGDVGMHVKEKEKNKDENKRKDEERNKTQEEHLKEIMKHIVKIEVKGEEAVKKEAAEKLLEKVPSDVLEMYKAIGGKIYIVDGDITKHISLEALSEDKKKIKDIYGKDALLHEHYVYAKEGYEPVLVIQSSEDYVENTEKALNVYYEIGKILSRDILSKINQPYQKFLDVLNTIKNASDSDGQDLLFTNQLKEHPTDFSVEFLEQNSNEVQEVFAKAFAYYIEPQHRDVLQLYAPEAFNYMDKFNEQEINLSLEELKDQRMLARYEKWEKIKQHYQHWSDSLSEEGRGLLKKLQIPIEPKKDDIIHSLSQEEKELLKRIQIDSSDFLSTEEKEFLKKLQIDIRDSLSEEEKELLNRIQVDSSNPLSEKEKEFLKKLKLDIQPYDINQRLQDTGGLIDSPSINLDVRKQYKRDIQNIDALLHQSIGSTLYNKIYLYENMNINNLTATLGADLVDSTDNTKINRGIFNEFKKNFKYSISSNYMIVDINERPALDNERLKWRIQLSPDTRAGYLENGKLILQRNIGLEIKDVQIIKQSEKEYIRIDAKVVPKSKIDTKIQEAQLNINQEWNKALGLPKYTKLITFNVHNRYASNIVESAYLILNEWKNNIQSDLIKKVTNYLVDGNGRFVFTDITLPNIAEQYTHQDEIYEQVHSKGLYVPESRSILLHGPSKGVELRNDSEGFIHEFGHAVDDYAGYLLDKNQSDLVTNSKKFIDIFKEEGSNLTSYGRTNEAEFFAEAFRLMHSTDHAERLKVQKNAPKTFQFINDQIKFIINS
# Vc quorum ag – quorum light induction in luxS cqsA deficient V. cholerae. V. cholerae BH1578 lux reporter, luminescence, 6 h. activation, % at 18.7 µM. AID 588436. hit rate 0.16% among 350,000; in the data active = activation mostly above about 9.7%, no sharp cut-off; also: not every result past the cut was called active; inactives centre near 0; reference of the scale not given here
# TcdB inh – TcdB glycohydrolase inhibition; hit rate 0.24% among 350,000; TcdB glycohydrolase enzymatic assay, plate reader; inhibition, % at 9.99 µM; AID 652162; P18177; in the data active = inhibition above about 10%
# Yp Topo-I inh – blocks Yersinia pestis topoisomerase I activity. hit rate 0.064% among 360,000. activity, % at 10 µM. Y. pestis Topo-I cleavage product accumulation, plate reader; in the data active = activity above about 50%, passing the limit was not always enough; also: inactives centre near 2
# DUSP3 inh – inhibitors of human VHR1 phosphatase (DUSP3). P51452. recombinant VHR phosphatase, pNPP absorbance. inhibition, % at 13.3 µM. hit rate 0.52% among 290,000; in the data active = inhibition above about 50%; also: some compounds called inactive have numbers as strong as hits
# Target sequence (P51452 whole entry, looked up): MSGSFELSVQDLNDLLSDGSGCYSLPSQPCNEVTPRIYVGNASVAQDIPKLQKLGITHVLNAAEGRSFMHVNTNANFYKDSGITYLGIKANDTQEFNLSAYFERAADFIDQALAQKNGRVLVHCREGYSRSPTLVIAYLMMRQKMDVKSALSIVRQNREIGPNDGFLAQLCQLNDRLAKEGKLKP
# MazEF act – activators of E. coli MazEF toxin-antitoxin RNase | P0AE70 | activation, % at 20 µM | AID 504720 | FAM/BHQ RNA-DNA oligo cleavage fluorescence, 5 h | hit rate 0.32% among 350,000; in the data active = activation above about 50%
# Target sequence (P0AE70 whole entry, looked up): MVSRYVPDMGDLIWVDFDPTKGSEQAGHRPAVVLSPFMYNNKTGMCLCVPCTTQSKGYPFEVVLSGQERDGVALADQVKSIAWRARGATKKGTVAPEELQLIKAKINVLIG
# Numbers without * were called inactive; i = inactive; x = no result given; & = joins results of further samples. An excerpt; rates above refer to the full screens.
SMILES,SSB-PriA inh,SARS 3CLpro inh,PfHsp40 rescue,Rv3671c protease,Anthrax LF inh2,Vc quorum ag,TcdB inh,Yp Topo-I inh,DUSP3 inh,MazEF act
CCS(=O)(=O)Nc1cccc(C2=NN(C(=O)c3ccco3)C(c3ccco3)C2)c1 (centres undefined),-13,-9,1.2,-7,-3,-0.2,1.7,0,17,-12
CC(C)[C@@H](COc1ccccc1)N1CCN(Cc2ccccc2)CCC1=O,-3,-1,-1.7,4,1,i,-0.6,33,9,6
Cc1cc2c(Nc3ccccc3O)ncnc2s1,10,x,x,x,-6,-0.5,0.8,-3,x,-6
O=C(Nc1ccc(F)cc1F)c1cc(-c2ccco2)nc2ccccc12,-1,3,0.3,-3,3,-0.6,0.5,2,0,9
COC(=O)c1ccccc1NC(=O)CSc1nc(O)cc(=O)n1C1CCCC1,-2,2,-0.2,-4,-2,i,x,4,8,-19
CCc1nc2c(OCC(=O)C(C)(C)C)cccn2c1N(C=O)Cc1ccccc1,x,x,x,x,6,i,-0.2,2,x,x
Cc1c(C(=O)N2CCN(CC(=O)Nc3ccccc3Cl)CC2)oc2ccc(Br)cc12,-7,x,9.0,2,-1,i,0.9,16,x,-2
CSc1nsc(SCC(=O)Nc2cccc(NC(C)=O)c2)n1,-10,1,-0.8,-12,-13,i,1.1,3,25,12
CCN=C1SC(C(=O)NCCc2ccccc2)CC(=O)N1CC (centres undefined),1,4,-0.6,-6,1,i,x,-1,-6,3
O=C(Cc1ccccc1)Nc1nc(-c2cccs2)cs1,-25,4,0.7,-10,-4,i,0.3,3,0,5
CCS(=O)(=O)n1nc(-c2cccnc2)nc1NCc1ccc(F)cc1,-22,5,-1.1,-3,-4,i,0.3,7,29,10
Nc1nnc(CC(=O)N/N=C/c2ccc(-c3cccc(C(=O)O)c3)o2)s1,i,1,-0.5,0,-8,-0.4,0.2,4,16,-6
Cc1ccc(NC(=O)c2c([N+](=O)[O-])c(C(C)(C)C)nn2C)c(C)c1,0,5,0.1,-8,-1,-0.2,0.9,4,2,1
CCCOc1ccc(C(=O)CCC(=O)NNC(=O)c2cccs2)cc1,-3,x,-0.6,-10,8,i,2.9,-3,x,1
C/C(=N\NC(N)=S)C1=CCC2C3CC[C@H]4CC(O)CC[C@]4(C)C3CC[C@]12C (some centres undefined),x,-2,-1.1,1,-4,i,0.9,4,14,-5
Cc1cc(CNC(=O)CC2C(=O)NCCN2CC(C)(C)C)nn1C (centres undefined),-12,1,-0.6,5,-1,-0.2,-2.3,0,25,4
COc1ccccc1CNC(=O)COC(=O)C1CCN(S(=O)(=O)c2ccc(C)c(C)c2)CC1,-13,x,0.3,-7,2,i,-0.1,5,x,-3
COCCN(C(=O)CCCC(=O)Nc1ccccn1)C(C(=O)NC1CCCCC1)c1ccc(C)cc1 (centres undefined),-2,0,1.2,1,-4,1.1,x,11,16,-4
Cc1cccc(-c2cc3nc4c(c(N5CCCC(O)C5)n3n2)CCC4)c1 (centres undefined),7,2,6.6,2,9,i,x,8,46,2
Cn1c(=O)oc2cc(S(=O)(=O)N3CCC(C(=O)N4CCN(c5ccc(F)cc5)CC4)CC3)ccc21,6,4,-0.7,-13,0,i,5.8,14,5,-1
Cc1ccc(N=Nc2c(O)ccc3n[nH]nc23)cc1,-2,3,0.2,x,-11,-10,1.1,-3,48,-2
CCOc1ccccc1N(CC(=O)NC1CCCCC1)S(C)(=O)=O,-19,0,-2.4,1,-1,i,x,-3,19,5
Cc1ccccc1-c1cc2nc(NCCN3CCNC3=O)n(C)c(=O)c2s1,x,x,x,x,0,-0.3,1.3,7,x,x
CS(=O)(=O)c1ccc(Cl)c(NC(=O)COc2ccc3c(c2)CCC3)c1,-1,x,0.0,2,x,i,3.3,24,x,-11
O=C1CCc2ccccc2N1,2,-2,-1.3,6,4,-0.6,2.5,6,12,-5

# Continued:
SMILES,SSB-PriA inh,SARS 3CLpro inh,PfHsp40 rescue,Rv3671c protease,Anthrax LF inh2,Vc quorum ag,TcdB inh,Yp Topo-I inh,DUSP3 inh,MazEF act
C/C(=N\Nc1nc(N2CCCCC2)nc(N2CCOCC2)n1)c1ccccc1O,x,3,3.4,-3,-10,-0.2,1.5,7,6,6
O=C(NCc1csc2ccc(Cl)cc12)Nc1cccc2ccccc12,-10,-4,0.2,2,10,-0.5,1.2,2,-15,-3
O=C(O)C(NS(=O)(=O)c1cccc2nsnc12)c1ccccc1 (centres undefined),6,0,1.1,10,5,-0.4,2.0,1,13,10
CC1Sc2ccc(S(=O)(=O)CCC(=O)N3CCN(c4ccccc4F)CC3)cc2NC1=O (centres undefined),6,1,-0.6,-6,-1,-0.2,0.7,18,11,8
O=C1C2C3C=CC(C3=C(c3ccccc3)c3ccccc3)C2C(=O)N1CCO (centres undefined),12,0,-0.4,-7,-1,i,x,8,10,3
CSc1ncccc1C(=O)N1CCN(S(=O)(=O)c2cc(C)ccc2C)CC1,5,3,-1.9,-4,-2,-0.3,-1.5,24,13,11
Nc1c2c(nc3c1CCC3)CCCC2,-14,-6,x,-3,x,x,x,x,3,x
CC(C)(C)c1ccc(CS(=O)(=O)CC(O)CN2CCCC2=O)cc1 (centres undefined),-9,-5,0.0,-6,-16,1.2,-2.3,-2,14,1
O=C(OCC(=O)N1CCN(c2ccccc2)CC1)c1ccc2ccccc2n1,-6,5,-0.2,-1,-3,-0.8,x,3,38,7
COc1cccc(N2CC(C(=O)Nc3nnc(SCC(=O)Nc4cc(C)on4)s3)CC2=O)c1 (centres undefined),3&-1,1,-0.3,0,1,1.3,-0.1,-1,33,-5
CC1(C)Cc2ccccc2C(N/N=C/c2ccc([N+](=O)[O-])cc2)=N1,x,1,-0.7,3,0,x,0.6,-4,37,-6
CSc1ccc(/C=N/S(=O)(=O)c2ccccc2)cc1,x,-1,-0.4,4,-6,-0.1,0.8,0,36,0
Brc1cccc(CN2CCN(c3ncccn3)CC2)c1,-4,3,-0.5,x,8,i,-0.6,-7,-4,8
CN(CC(=O)Nc1ccc(Cl)c(C(F)(F)F)c1)C(=O)C1CCC1,-9,x,2.0,-3,x,0.8,1.3,-6,x,4
Cc1cc(C(=O)CSc2nncn2C)c(C)n1-c1ccccc1,8,-1,8.5,-6,3,-0.2,4.9,3,26,57*
COc1ccc(NS(=O)(=O)c2cccc(NC(=O)c3ccccn3)c2)cc1,-3,4,3.4,0,2,1.1,-0.1,4,14,2
OC(c1ccc(F)cc1)c1ncc(-c2ccc(Oc3ccccc3)cc2)[nH]1 (centres undefined),x,x,x,x,-2,-0.3,1.1,-9,x,x
C/C(=N\NC(=O)c1ccccc1F)c1cccc(NC(=O)c2ccccc2)c1,x,-4,-1.4,-4,-2,0.5,0.5,12,-9,-4
CN(C)C(=O)c1cccc(-c2ccc3nncn3c2)c1,x,x,x,x,-3,-0.4,-0.8,7,x,x
CC(=O)Nc1ccc(N2C(=O)C3C4CC(=O)C(c5ccccc54)C3C2=O)cc1 (centres undefined),-10,0,1.0,14,3,i,x,-1,2,-24
O=c1sc2ccccc2c(N2CCCC2)c1[N+](=O)[O-],7,-2,-0.8,8,-6,-0.3,0.1,1,2,-10
O=C(O)C1Cc2ccccc2N2CCCC12 (centres undefined),-10,-4,3.0,1,-18,i,0.7,-5,16,-15
CCc1ccc2c(Cl)c(C(=O)N/N=C/c3c[nH]c4ccccc34)sc2c1,x,5,-0.5,9,-2,i,x,1,20,-9
Cc1ccc(S(=O)(=O)CCSc2n[nH]c(=O)n2-c2ccc3c(c2)OCCO3)cc1,2,2,-0.4,5,x,-0.8,1.4,10,12,0
CCOCCC(=O)Nc1ccc2c(c1)c(=O)n(C)n2-c1ccc2ccccc2c1,x,x,x,x,-5,-1.0,0.5,10,x,x

# Continued.
SMILES,SSB-PriA inh,SARS 3CLpro inh,PfHsp40 rescue,Rv3671c protease,Anthrax LF inh2,Vc quorum ag,TcdB inh,Yp Topo-I inh,DUSP3 inh,MazEF act
COc1ccc(-c2cc(C(F)(F)F)nc(SCC(=O)Nc3cc(C)on3)n2)cc1,-13,-4,-0.9,0,1,x,x,-2,-16,33
CCOC(=O)NC(NCc1ccccc1Cl)(C(F)(F)F)C(F)(F)F,-21,5,-0.8,3,-2,i,x,2,28,3
O=C(CNC(=S)N(CCCN1CCOCC1)Cc1cccs1)N1CCCC1,6,2,0.2,-1,-3,-0.3,0.1,2,-2,-6
Cn1c(CCCNC(=O)c2ccco2)nc2ccccc21,-4,x,0.2,x,1,-0.8,-1.0,2,x,-3
CC1(C)CC(=NOC(=O)c2ccccc2)CC(C)(C)N1O,-9,5,0.3,3,0,0.8,-0.2,-2,-2,-9
O=C(NCCCn1ccnc1)C(=O)NCC1OCCN1S(=O)(=O)c1ccc(F)cc1 (centres undefined),28,0,-0.1,-2,-9,-0.4,0.6,3,0,9
O=C1CSC(=S)N1N=Cc1ccccc1O,30,x,0.2,x,-13,1.2,-7.3,-11,x,2
N#Cc1nc(COc2ccccc2Cl)oc1NCc1ccc(F)cc1,13,1,0.5,-11,-6,-0.1,1.0,0,4,-19
COCCn1ccc2c(OCC(=O)NCCc3ccccc3)cccc2c1=O,2,x,-0.3,1,-3,-0.7,0.0,5,x,2
NS(=O)(=O)c1ccc(NC(=O)CN(C(=O)C(F)(F)F)C2CCCC2)cc1,x,x,x,x,0,-1.4,0.7,4,x,9
Cc1ccc(/C=N/N2CCN(c3ccccc3)CC2)cc1,x,1,-0.7,3,-3,i,0.5,4,2,-8
CCOC(=O)c1c(Nc2ccccc2OCCOC)n[nH]c1C,3,0,1.3,4,x,i,0.9,-7,5,4
O=C(CCn1nnc2ccccc2c1=O)N[C@H](C(=O)O)c1ccccc1,0,-4,0.5,-6,-1,-0.5,x,-6,0,13
CCOCCCN(CCC#N)C(=O)C1CCN(S(=O)(=O)c2ccc(-n3cnnn3)cc2)CC1,-6,2,0.3,0,2,-0.2,1.6,-15,21,11
O=C(Nc1cccc(NC(=O)c2ccc(-c3ccc(Br)cc3)o2)c1)c1ccccc1,-5,6,-1.2,-5,-3,i,x,16,27,-21
O=[N+]([O-])c1ccc(OCCOCCOc2ccc([N+](=O)[O-])cc2)cc1,-1,-1,-0.5,11,2,i,0.1,5,7,-4
COc1ccccc1-n1c(SCC(=O)N2CCCCC2)nc(O)c(Cc2ccccc2)c1=O,-10,0,-0.2,4,0,-0.3,-1.2,5,18,8
O=C(NCCSc1ccccc1)c1cccnc1,-1,12,-1.0,-10,-3,i,x,7,-5,8
C/C(=N\NC(=O)CCCNc1ccc(C)cc1)c1ccccn1,x,2,0.7,-6,-3,-0.7,0.1,5,-11,1
COc1ccc(C2(CNS(=O)(=O)c3ccc(C)cc3)CCOCC2)cc1,-8,-1,-0.2,3,-12,i,0.2,8,16,-1
Cc1ccc(Nc2nc(-c3cccs3)cs2)nc1,-7,2,10,6,-3,0.4,1.7,-11,-10,-4
COc1cc(C(=S)N2CCOCC2)ccc1OC(=O)c1cc([N+](=O)[O-])cc([N+](=O)[O-])c1,-3,-2,-1.5,10,1,-0.3,x,-2,37,-1
O=C(c1cccc(F)c1)N1CCN(S(=O)(=O)c2ccccc2)CC1,-18,2,0.7,-4,-4,2.6,x,1,3,-2
COCc1c(C(=O)N2CCN(CCOc3ccccc3)CC2)oc2ccccc12,1,x,1.2,-3,2,-2.1,-0.8,32,x,0
CCc1ccc(CC2S/C(=C(\C#N)C(C)=O)NC2=O)cc1 (centres undefined),-13,4,-0.5,-1,-3,i,x,-6,15,2
O=S(=O)(NC1CCCCC1Sc1ncccn1)c1ccccc1 (centres undefined),-15,6,-0.5,0,0,-1.4,x,7,-14,-1

# Full records, quoted from the list:
# N#Cc1nc(COc2ccccc2Cl)oc1NCc1ccc(F)cc1 is entered as SSB-PriA inh: 13; SARS 3CLpro inh: 1; PfHsp40 rescue: 0.5; Rv3671c protease: -11; Anthrax LF inh2: -6; Vc quorum ag: -0.1; TcdB inh: 1.0; Yp Topo-I inh: 0; DUSP3 inh: 4; MazEF act: -19
# O=C(CNC(=S)N(CCCN1CCOCC1)Cc1cccs1)N1CCCC1 is entered as SSB-PriA inh: 6; SARS 3CLpro inh: 2; PfHsp40 rescue: 0.2; Rv3671c protease: -1; Anthrax LF inh2: -3; Vc quorum ag: -0.3; TcdB inh: 0.1; Yp Topo-I inh: 2; DUSP3 inh: -2; MazEF act: -6
